Source: PubChem
RXFP1 agonist: agonists of human relaxin receptor RXFP1. Q9HBX9. HEK293T-RXFP1 cAMP TR-FRET, 30 min; response scale: percent of porcine relaxin response, buffer zero. Potency, µM (series often up to 57.5 µM), without a hit: at the top dose activation, actives largely listed as activators. 0.3% of 370,000 active; note: potency is the fitted concentration of half-maximal effect; % is set by controls: 0 for no effect and ±100 for the full control effect; nearly all actives have a fitted effect of over 60% in size; many of its hits are not listed in these tables
Target sequence (Q9HBX9 whole entry, looked up): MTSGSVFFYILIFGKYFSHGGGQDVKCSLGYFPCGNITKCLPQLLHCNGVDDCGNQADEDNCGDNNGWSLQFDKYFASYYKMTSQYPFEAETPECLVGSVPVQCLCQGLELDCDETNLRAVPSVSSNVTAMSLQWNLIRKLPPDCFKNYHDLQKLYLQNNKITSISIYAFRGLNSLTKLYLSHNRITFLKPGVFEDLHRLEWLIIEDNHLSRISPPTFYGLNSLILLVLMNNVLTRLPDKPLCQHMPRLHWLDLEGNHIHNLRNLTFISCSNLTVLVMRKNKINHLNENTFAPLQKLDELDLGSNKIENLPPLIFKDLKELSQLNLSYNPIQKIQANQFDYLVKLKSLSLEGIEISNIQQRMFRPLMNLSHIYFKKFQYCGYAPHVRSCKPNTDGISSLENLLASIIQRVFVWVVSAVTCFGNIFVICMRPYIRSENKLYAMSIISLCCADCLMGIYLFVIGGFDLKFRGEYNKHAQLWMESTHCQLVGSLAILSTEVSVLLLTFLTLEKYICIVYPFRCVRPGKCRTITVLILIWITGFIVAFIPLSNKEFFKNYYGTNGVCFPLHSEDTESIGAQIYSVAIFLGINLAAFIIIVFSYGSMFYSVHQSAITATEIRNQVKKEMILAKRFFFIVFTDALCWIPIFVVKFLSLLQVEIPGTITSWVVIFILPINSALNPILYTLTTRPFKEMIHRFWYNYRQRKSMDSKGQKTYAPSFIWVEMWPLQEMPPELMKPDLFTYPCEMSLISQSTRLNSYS
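HEK293T cells stably expressing RXFP1 were pretreated with the PDE4 inhibitor Ro 20174, exposed to compounds for 30 min at 37C, lysed, and cAMP was read by TR-FRET. Data normalized to buffer (basal) and 29 nM porcine relaxin (100%).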
Vif-APOBEC3F blk: Vif-A3F binding inhibition. Potency, µM (series often up to 46.1 µM), inactives show at the top dose activity, negative = active. 0.2% of 390,000 active. HeLa A3F-eYFP + Vif (tagged APOBEC3F with the HIV-1 protein that degrades it), YFP fluorescence increase; note: potency is the fitted concentration of half-maximal effect; % of control where 0% means no effect; nearly all actives have a fitted effect of over 65% in size
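Fluorescence increase (Ex 488/Em 500-530) after overnight compound treatment at 37 deg C flags inhibition of Vif-driven A3F-eYFP loss in stable HeLa A3F-eYFP/Vif cells seeded overnight beforehand.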
USP1-UAF1 inh: USP1/UAF1 (human) deubiquitinase inhibition. O94782. recombinant USP1/UAF1, Ub-Rhodamine cleavage fluorescence. Potency, µM (titrated, usually from 57.1 µM), without a hit: at the top dose activity change, negative = inhibition, actives largely listed as inhibitors. 0.23% of 390,000 active. AID 743255; note: potency is the fitted concentration of half-maximal effect; % is set by controls: 0 for no effect and ±100 for the full control effect; nearly all actives have a fitted effect of over 60% in size; inactives centre near -12
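High-throughput fluorogenic screen: 1nM USP1/UAF1 complex, Ub-Rho substrate 150nM final, 50mM HEPES pH 7.8 with 0.5mM EDTA, 0.1 mg/ml BSA, 1mM TCEP and 0.01% Tween-20.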
PI4K2A inh: blocks human PI4K2A kinase activity. Q9BTU6. purified PI4K2A, ADP-Glo luminescence, 1 h; active compounds read low. activity change, negative = inhibition, % at 76.9 µM. 0.13% of 420,000 active. AID 1346378; in the data active = activity change below about -50%; inconclusive = mostly about -30% to -49%;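 note: -100% = wells without enzyme as full effect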
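PI4K2A activity was measured by ADP-Glo luminescence: enzyme (4 ug/mL stock) and phosphatidylinositol (1.2 mM stock) in Tris pH 7.5/MgCl2/EGTA/Triton X-100 buffer were reacted with ATP (300 microM stock) for one hour at ambient temperature.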
Vif-A3G inh: blocks the Vif interaction with human APOBEC3G; 0.076% of 410,000 active; AID 602310; HeLa A3G-eYFP + Vif (tagged APOBEC3G with the HIV-1 protein that degrades it), YFP fluorescence, overnight; Q9HC16; Potency, µM (top dose mostly 46.1 µM), for the others: at the highest dose activity, negative = active, usual class: inhibitors;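 note: potency is the fitted concentration of half-maximal effect; % is set by controls: 0 for no effect and ±100 for the full control effect; nearly all actives have a fitted effect of over 60% in size; hits raise eYFP signal because A3G escapes Vif-driven loss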
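Read-out is eYFP fluorescence (Ex 488/Em 500-530) from Vif-expressing HeLa A3G-eYFP cells; more signal means A3G escaped Vif-mediated degradation. Cells plated overnight, compound pinned in, incubated overnight at 37 deg C.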
LDHA block: inhibitors of human lactate dehydrogenase A | P00338 | purified LDHA, NADH/diaphorase-resazurin fluorescence; active compounds read low | activity change, % (values are at about 110 or 230 µM) | 0.15% of 480,000 active; in the data active = activity change below about -30%; inconclusive = mostly about -25% to -30%;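 note: plate controls were DMSO wells for no effect and wells without enzyme for full effect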
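Remaining NADH was detected by diaphorase (0.133 mg/mL) converting 37 µM resazurin to fluorescent resorufin, read at 0 and 20 minutes. The preceding 5-minute room-temperature reaction used 2 nM LDHA, 0.2 mM sodium pyruvate and 0.06 mM NADH at pH 7.4.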
mIDH1 inhibitor: blocks human mutant IDH1 R132H enzyme; O75874; Potency, µM (doses to about 76.6 µM), inactives show top-dose activity change, negative = inhibition, usual class: inhibitors; IDH1-R132H enzyme, NADPH consumption, diaphorase/resazurin fluorescence; AID 602179; 0.093% of 390,000 active; note: potency is the fitted concentration of half-maximal effect; % is set by controls: 0 for no effect and ±100 for the full control effect; nearly all actives have a fitted effect of over 65% in size
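IDH1-R132H (0.5 ug/mL dispensed) in pH 7.5 Tris buffer was preincubated 30 min with compound, then given a substrate mix of 0.016 mM NADPH and 2 mM alpha-KG for 80 min at room temperature; remaining NADPH was read by diaphorase/resazurin fluorescence.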
Glioma ERSR ind: ER stress response induction in glioma; 0.02% of 420,000 active; U87-MG GRP78 promoter luciferase reporter, 16 h; Potency, µM, inactives show at the highest dose activation, hits mostly activators; note: potency is the fitted concentration of half-maximal effect; series mostly up to about 76 µM; % of control where 0% means no effect; nearly all actives have a fitted effect of over 35% in size
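Stably transfected U87-MG human glioma cells carrying a GRP78-based luminescent sensor were seeded at 1000 cells/well, pin-dosed with compounds and incubated 16 h. Luciferase reagent was then added, and end-point luminescence was read after 10 min at room temperature.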
TrxR1 substrate: substrates of rat thioredoxin reductase 1 | O89049 | purified TrxR1 substrate turnover, NADPH consumption readout | Potency, µM (doses to about 114 µM), for inactives: top-dose activity change, negative = substrate turnover | 0.01% of 390,000 active | AID 588456; note: potency is the fitted concentration of half-maximal effect; % is set by controls: 0 for no effect and ±100 for the full control effect; nearly all actives have a fitted effect of over 50% in size
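Rat TrxR1, dispensed at 90 nM, was prereduced with 400 uM NADPH (final) for 5 min at ~22 deg C, then incubated with compound 15 min before 400 uM selenite. A first-read NADPH fluorescence drop versus no-compound background flagged substrates.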
An asterisk follows results filed as active; ? = inconclusive; / = not tested or not shown; [ ] = dose if it differs, or a comment. Unless noted, calls come from the whole dose curve; as a rule, active = well fitted curve in the direction sought with a large enough effect; inconclusive = small, poorly fitted or top-dose-only effect, or another doubt; inactive = no such curve, though single readings can be large; an effect the other way counts as inactive or inconclusive. Only part of the results is shown; count on the stated rates, not on these rows.

Values run as follows: RXFP1 agonist	Vif-APOBEC3F blk	USP1-UAF1 inh	PI4K2A inh	Vif-A3G inh	LDHA block	mIDH1 inhibitor	Glioma ERSR ind	TrxR1 substrate
COc1cc(OC)cc(C(=O)Nc2ccc(Br)cc2C(=O)c2ccccc2)c1
    -0.7%	-3%	-5%	5	-1%	-2	9%	-2%	-10%
C=COCCn1c(C)c(C(C)=O)c2cc(O)ccc21
    2.1%	-4%	?	-5	3%	-1	4%	-3%	-6%
O=C(COc1ccc2ccc(=O)oc2c1)N1C[C@H]2C[C@@H](C1)c1cccc(=O)n1C2
    -0.1%	-7%	-18%	3	0%	-3	-14%	0%	15%
O=C(c1ccco1)c1cn(Cc2ccccc2)c2ccccc12
    0.6%	-8%	-14%	-2	-5%	-4	4%	-3%	-4%
CCCCSP1(=S)NCCCO1 (configuration not stated)
    0.1%	-2%	-11%	-1	3%	-6	11%	0%	-4%
Cc1cc(OCC(=O)N2CCC(C(=O)O)CC2)c2c3c(c(=O)oc2c1)CCC3
    ?	1%	1%	-1	2%	-8	-4%	-4%	235%[activator]
Cc1ccccc1N1CCN(Cc2ccc3c(c2)OCO3)CC1
    0.2%	8%	-13%	3	0%	-9	7%	-3%	-10%
O=S(=O)(c1cc(Cl)cc(Cl)c1)N1Cc2cc(-c3ccccc3)ccc2-n2nncc2C1
    /	/	/	-2	0%	-9	/	-5%	/
CC(CNC(=O)c1ccc(CSc2nc3ccncc3n2Cc2ccc(F)cc2)cc1)c1ccccc1 (configuration not stated)
    3.4%	0%	?	-2	3%	0	-15%	1%	-2%
C=C[C@H]1CN2CC[C@H]1C[C@@H]2[C@@H](O)c1ccnc2ccccc12
    1.1%	5%	-6%	-1	0%	-4	-8%	-2%	-3%
COc1ccc(C(=O)C2CCCN(CCO)C2)c(C)c1 (configuration not stated)
    -0.3%	-12%	-7%	-2	1%	-1	-3%	-8%	0%
Cc1ccc(CN2CCN(Cc3ccccc3F)CC2)cc1
    -0.6%	-4%	-1%	1	2%	-35*	-8%	-2%	0%
Cc1ccc(-n2c(=O)[nH]c3ccc(Br)cc3c2=O)cc1
    4.2%	-12%	-23%	-3	-2%	-8	-10%	9%	1%
CCOC(=O)c1c(C)n(Cc2ccccc2)c2ccc(OCC(O)CN3C(=O)CNC3=O)cc12 (configuration not stated)
    3.4%	-2%	-2%	7	1%	3	1%	0%	4%[11.4 µM]
NC(=S)N/N=C/c1coc2ccccc2c1=O
    -0.6%	1%	-5%	-3	-8%	0	-15%	-1%	-9%
CC12CN3CN(C1)CC(c1ccccc1)(C3)C2=O
    -4.8%	-2%	-9%	-15	3%	-4	0%	0%	-5%
O=C1CN=C(c2ccccc2)c2c(sc3c2CCCC3)N1
    -0.6%	-12%	-15%	3	?	-6	10%	-3%	2%
Cc1ccc(N2C(=O)N(CC(=O)N3CCc4ccccc43)C(=O)C2C)cc1 (configuration not stated)
    /	-2%	?	0	-5%	-13	9%	2%	/
Cc1cccc(-n2c(/C=C/c3c(C)[nH]c4ccccc34)nc3ccccc3c2=O)c1
    -0.3%	10µM*	-2%	-1	-10%	-2	4%	-2%	-6%
c1ccc(CCc2ccc3n2Cc2cnnn2-c2ccccc2-3)cc1
    /	-2%	-29%	-7	-6%	2	2%[38.3 µM]	-5%	78%[activator]
CCN(CC)P(=O)(c1nccn1C)N(CC)CC
    1.5%	-7%	-13%	-2	0%	-6	-1%	0%	-2%
Cc1cc(C)cc(NC(=S)NC2CC3CCCC(C2)N3Cc2cccs2)c1 (configuration not stated)
    0.7%	-7%	-10%	3	-1%	-4	4%	3%	2%
O=[N+]([O-])c1cccnc1N1CCCNCC1
    2.7%	-19%	-2%	-1	3%	-5	1%	-4%	5%
Cn1c(=O)c2c(nc(N/N=C/c3c(O)n(-c4ccccc4)c(=S)[nH]c3=O)n2C)n(C)c1=O
    1.1%	4%	-14%	-4	0%	6	6%	-1%	-6%
Cc1ccc(N2C(=O)/C(=C/c3ccc(CN(CCC#N)S(C)(=O)=O)o3)C(=O)NC2=S)cc1
    -0.7%	-6%	-15%	-22	0%	6	-2%	-5%	2%
COc1cccc(NP(=O)(Oc2ccccc2)Oc2ccccc2)c1
    -1.1%	-12%	2%	-6	?	-8	3%	1%	-11%
CN1CCN(C(=O)COc2ccc(N(C)S(=O)(=O)c3ccc(F)cc3)cc2)CC1
    -0.3%	8%	-7%	-5	0%	-7	12%	-2%	-9%
COc1ccc(CC2(CCc3ccncc3)C(=O)NC(=O)NC2=O)cc1OC
    2.0%	-1%	3%	-3	-1%	-4	3%	-1%	-7%
CCN(CC)C(=O)c1ccc(NC(=O)COc2ccccc2F)cc1
    -0.9%	11%	2%	0	-3%	-9	2%	2%	-3%[57.1 µM]
C=C1C(=O)O[C@@H]2C[C@@H](C)[C@@H]3C4OC4C(=O)[C@@]3(C)[C@@H](O)[C@H]12 (some centres not stated)
    2.4%	-3%	1%	-4	-29%	-6	15%	-10%	0%
Cc1[nH]c(=S)c(C#N)c2c1CCCC2
    ?	11%	-13%	0	-9%	-3	3%	-2%	-8%
c1ccc(-c2cc(-c3ccccc3)[n+](-c3ccccc3)c(-c3ccccc3)c2)cc1
    6.8%	9%	-4%	-2	-5%	-10	-1%	-14%	-3%
N=Cc1c(O)n(-c2ccccc2)c(=O)n(-c2ccccc2)c1=O
    2.3%	-8%	-14%	4	1%	0	-5%	-2%	8%[0.0914 µM]
CSc1ccccc1C(=O)C1CCCN(Cc2ccn[nH]2)C1 (configuration not stated)
    -1.0%	4%	-7%	4	-14%	0	-9%	-4%	4%
COc1cccc(C(c2nnnn2C2CCCC2)N2CCC3(CC2)C(=O)NCN3c2ccccc2)c1OC (configuration not stated)
    /	/	/	-1	2%	-1	/	0%	/
CCCCOP(=O)(CN1CCOCC1)OCCCC
    -2.1%	-4%	-8%	-6	0%	0	5%	0%	-2%
COC1CC(C)C(OC)c2cc(O)cc(c2O)NC(=O)C(C)=CC=CC(C)C(OC(N)=O)C(C)=CC(C)C1OC (configuration not stated)
    /	-7%	-16%	1	?	40	-11%	-14%	0%[11.4 µM]
Cc1csc(NC(=O)C(Cl)c2ccccc2)n1 (configuration not stated) (tested in a mixture with another compound)
    /	3%	-12%	2	1%	-7	0%	3%	-1%
CCOc1cc2c(cc1OCC)-n1cccc1C(c1ccc(C(C)C)cc1)NC2 (configuration not stated)
    -0.7%	?	-17%	-2	-10%	-1	2%	-5%	1%[57.1 µM]
O=C(c1cc(C(=O)NCc2ccccc2)c(=O)n(Cc2ccccc2)c1)c1cc(Br)ccc1O
    1.7%	1%	-1%	1	-9%	-8	2%	-7%	-8%
CN(C)CCN=Cc1c(O)n(C2CCCCCC2)c(=O)[nH]c1=O
    -0.6%	2%	-13%	1	-1%	-6	0%	-6%	8%[57.1 µM]
COCCCNC(=O)Cn1cc(/C=C2\C(=O)NC(=O)N(c3ccccc3F)C2=O)c2ccccc21
    2.3%	11%	-20%	9	-9%	0	6%	-13%	-24%[57.1 µM]
COc1ccc(OCC(=O)N2CCN(Cc3cccc(OC)c3OC)CC2)cc1
    -0.4%	0%	?	4	8%	-20	0%	-2%	3%
C=CCN1C(=O)NC(=O)/C(=C/c2ccc(N(C)C)c(Br)c2)C1=O
    1.2%	-1%	-26%	-8	-1%	-1	12%	-2%	0%
